From PubChem
OXTR potentiator: potentiators of human oxytocin receptor. P30559. CHO-OTR cells, Fluo-8 calcium fluorescence, potentiator mode; 0% = oxytocin EC15, 100% = EC100. activation, % at 3 µM. actives 0.061% (n = 320,000). AID 2445;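 active = activation above that plate's cutoff, the mean activation of tested compounds plus 3 SD, cut at about 6.6% in these data, passing the limit was not always enough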;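 also: 100% uses oxytocin at 75 nM as the full agonist control; some results filed as inactive read as strong as hits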
Target sequence (P30559 whole entry, looked up): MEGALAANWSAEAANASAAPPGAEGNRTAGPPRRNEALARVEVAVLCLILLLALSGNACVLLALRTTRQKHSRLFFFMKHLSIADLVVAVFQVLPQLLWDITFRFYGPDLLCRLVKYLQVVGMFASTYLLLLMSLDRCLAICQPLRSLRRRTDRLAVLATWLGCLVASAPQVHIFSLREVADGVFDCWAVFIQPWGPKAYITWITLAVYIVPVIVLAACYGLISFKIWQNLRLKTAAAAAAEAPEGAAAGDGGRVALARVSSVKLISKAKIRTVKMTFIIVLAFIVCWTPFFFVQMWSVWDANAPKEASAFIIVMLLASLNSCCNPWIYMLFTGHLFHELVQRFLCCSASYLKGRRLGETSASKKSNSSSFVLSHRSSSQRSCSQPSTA
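System: human OTR in CHO cells / Also added: sub-maximal oxytocin, roughly EC15 / Control set: EC15 oxytocin low, 75 nM oxytocin high / Schedule: 6 min compound pre-incubation at room temperature, 100 s kinetic read / Compound: single-point 3.0 µM / Replication: singlicate / Technique: Fluo-8 calcium dye fluorescence / Read-out basis: % activation of max/min ratio relative to oxytocin controls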
CHRM1 agonist: agonists of human M1 muscarinic receptor | actives 0.33% (n = 360,000) | CHO-K1 hM1, Fluo-8 calcium fluorescence, agonist mode; 0% DMSO, 100% acetylcholine EC100 | activation, % at 3 µM;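 active = activation above the run's mean compound activation plus 3 SD, cut at about 16% in these data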;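 also: peak over basal fluorescence ratio within a 140 s kinetic read after compound addition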
CHO parental Ca: counter-screen: ATP calcium response change in parental CHO cells. actives 0.63% (n = 330,000). parental CHO-K1, ATP-induced calcium, Fluo-8 fluorescence. inhibition, % at 5.6 µM. AID 463079;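 active = inhibition above that plate's mean sample inhibition plus 3 SD, cut at about 26% in these data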;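 also: 0% = ATP-challenged DMSO wells and 100% = DMSO wells without ATP; some compounds past the cut are filed as inactive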
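test system = CHO parental line | reagent = ATP stimulus | measured by = intracellular calcium via Fluo-8 no-wash fluorescent dye | control set = ATP and no-ATP DMSO wells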
TAAR1 agonist: agonists of human TAAR1; Q96RJ0; CHO RD-HGA16 TAAR1, Fluo-8 calcium fluorescence; vehicle wells 0%, saturating PEA agonist 100%; activation, % at 3 µM; actives 0.99% (n = 360,000); AID 624467;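 active = activation above the mean activation of all test compounds in the run plus 3 SD, cut at about 38% in these data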
Target sequence (Q96RJ0 whole entry, looked up): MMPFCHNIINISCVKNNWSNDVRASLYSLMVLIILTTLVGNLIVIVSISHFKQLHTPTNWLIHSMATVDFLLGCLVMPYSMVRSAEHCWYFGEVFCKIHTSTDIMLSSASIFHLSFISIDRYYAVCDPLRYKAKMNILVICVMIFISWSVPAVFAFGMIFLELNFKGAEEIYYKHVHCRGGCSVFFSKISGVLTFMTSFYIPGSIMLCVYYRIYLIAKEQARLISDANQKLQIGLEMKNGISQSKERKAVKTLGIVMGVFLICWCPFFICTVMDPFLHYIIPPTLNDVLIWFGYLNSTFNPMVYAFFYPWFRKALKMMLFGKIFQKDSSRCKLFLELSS
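Test system: RD-HGA16 (CHO) cells co-expressing Gα16 and hTAAR1; dosing: one-point dosing at 3 µM (nominal); timing: 17-24 h seeding, 75 min 37 °C dye, 30 min RT; signal: kinetic Fluo-8 calcium fluorescence; read-out basis: % activation relative to PEA EC100 response; controls: DMSO and PEA EC100; replicates: n 1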
M1 ag parental: counter-screen for M1 agonists: effect in parental CHO-K1 cells | activation, % at 3 µM | actives 0.48% (n = 360,000) | AID 602248 | Fluo-8 calcium fluorescence; scaled to maximal ATP response, vehicle zero; in the data active = activation above about 15%;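 also: untransfected CHO-K1 host cells lacking M1 receptor as counterscreen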
CHO-K1 Ca antag: counter-screen for M1 antagonists: effect in parental CHO-K1 cells; AID 602250; actives 0.6% (n = 360,000); ATP-induced calcium, Fluo-8 fluorescence; inhibition, % at 3 µM;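 active = inhibition above a per-plate cutoff, the plate's mean sample inhibition plus 3 SD, cut at about 24% in these data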;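 also: 0% = DMSO plus EC80 ATP and 100% = DMSO alone without ATP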
TAAR1 antag: antagonists of human TAAR1; CHO RD-HGA16 TAAR1, Fluo-8 calcium fluorescence, antagonist; inhibition, % at 3 µM; actives 1.5% (n = 360,000); Q96RJ0;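 active = inhibition above a per-plate cutoff, the mean inhibition of test compounds on that plate plus 3 SD, cut at about 49% in these data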;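 also: 0% = DMSO plus EC80 beta-PEA response and 100% = DMSO alone without agonist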
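Material: CHO RD-HGA16 cells bearing hTAAR1; compound dosing: one-point dosing, 3 µM nominal final; schedule: dye loading 75 min at 37 °C, then 30 min room temperature; measured by: calcium fluorescence with Fluo-8; control set: vehicle and agonist controls; replication: n of 1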
V1R ag counter: V1a receptor agonism, counter-screen for OXTR agonists; P37288; CHO-V1R cells, Fluo-8 calcium fluorescence, agonist mode; 0% DMSO, 100% 3 nM vasopressin; activation, % at 3 µM; actives 0.25% (n = 320,000);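 active = activation above the mean activation of all tested compounds plus 3 SD, per screening run, cut at about 20% in these data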;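 also: signal is peak over basal fluorescence ratio across a 100 second FLIPR read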
CHO-K1 Ca PAM: M1 PAM counterscreen hit in parental CHO-K1 cells. ATP EC20, Fluo-8 calcium fluorescence; 0% at ATP EC20, 100% at ATP max. actives 0.02% (n = 360,000). activation, % at 3 µM;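 active = activation above the run cutoff, the mean activation of all test compounds plus 3 SD, cut at about 40% in these data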;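 also: peak over basal fluorescence ratio in a 140 s read after ATP addition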
* marks the source's active call; other numbers are inactive results; . = no result given. The order is random; overall some 3.3% were active at least once.

Second line of a record – OXTR potentiator	CHRM1 agonist	CHO parental Ca	TAAR1 agonist	M1 ag parental	CHO-K1 Ca antag	TAAR1 antag	V1R ag counter	CHO-K1 Ca PAM
> COC(=O)c1c(O)c2c([nH]c1=O)CCCC2
  -8	-3	-9	13	0.0	-8	-15	1.1	1
> CC[C@]12c3[nH]c4ccc(OC)cc4c3CCN1C(=O)C(CC(=O)NCc1cccc(C(F)(F)F)c1)C[C@@H]2C(=O)N1CCN(C(=O)c2ccco2)CC1 (stereo partly specified)
  .	-7	-31	-1	-0.2	-4	-11	.	8
> CCOC(=O)c1c(/N=C/c2cc(C)ccc2O)sc2c1CCN(C)C2
  5	-11	-9	0	0.5	-13	5	-0.7	18
> Cc1cc(C(=O)NCCN2CCOCC2)c2ccccc2n1
  1	-1	-6	0	0.3	3	-3	-0.4	-20
> Cc1ccc(S(=O)(=O)NCCC(=O)OCC(=O)NCCc2ccccc2)cc1C
  -12	0	-4	2	2.2	-4	-4	-0.6	9
> CCOC(=O)C(=O)/C(C#N)=C/Nc1ccccc1
  5	-3	5	12	0.1	-4	-1	-0.2	-3
> COc1ccc(C(C(=O)NC(C)(C)C)N(C(=O)CNC(=O)c2cccs2)c2ccc(NC(C)=O)cc2)cc1OC (stereo unspecified)
  -2	-6	0	6	-0.1	2	8	1.1	-1
> CCOC(=O)NC(=O)/C(C=Nc1ccc(Cl)c(Cl)c1Cl)=C(\C)O
  -1	-10	-11	-2	0.2	-7	-5	-0.3	19
> O=C(Cc1ccc(-n2cccc2)cc1)NCc1ccccc1Cl
  4	-6	-15	77*	2.9	-11	50*	-0.3	26
> O=C(NCCc1nc(-c2ccccc2)cs1)c1ccc(Br)cc1
  -6	-5	-46	-1	2.0	-3	-1	2.3	14
> Cc1nc(-c2ccccc2)sc1C(=O)CSc1ccc(Cl)cc1
  -4	-3	-5	2	0.2	-3	13	-0.1	7
> Cc1ccnc(NC(=O)Nc2ccc(F)cc2)c1
  -16	-3	3	1	-0.2	7	-11	-0.4	-4
> COc1ccc(S(=O)(=O)N2CCN(C(=O)c3cccc(Cl)c3)CC2)cc1
  -13	1	-2	15	0.2	-8	7	1.3	14
> C#CCNC(=O)C1=C[C@@H](c2coc3ccccc3c2=O)C[C@@H](OCCCCO)O1
  -13	0	7	9	1.2	-9	18	2.1	11
> COc1cc(NC(=O)COC(=O)c2ccc([N+](=O)[O-])s2)cc(OC)c1OC
  -5	-1	-12	7	0.8	5	-12	3.4	-8
> Nc1ccccc1-c1nc2ccncc2[nH]1
  .	1	.	5	0.8	8	-24	.	22
> COc1cc(C)ccc1OCc1cc(C(=O)NC(C)Cn2cncn2)no1 (stereo unspecified)
  0	-3	-4	1	0.3	-3	-17	0.8	2
> C=CCN(C(=O)CCC(=O)O)C1CC(=O)N(c2ccc(OC)cc2)C1=O (stereo unspecified)
  -4	-1	-6	5	0.6	-4	-1	0.4	16
> O=C(C1CCCN(S(=O)(=O)c2cccs2)C1)N1CCN(C2CCCCC2)CC1 (stereo unspecified)
  3	-10	-14	-1	0.5	-3	12	0.0	-4
> O=C(COC(=O)c1ccccc1O)Nc1cccc(S(=O)(=O)N2CCCC2)c1
  -9	-1	4	6	8.0	-6	14	5.0	5

No new results follow: entries from further up.
Second line of a record – OXTR potentiator	CHRM1 agonist	CHO parental Ca	TAAR1 agonist	M1 ag parental	CHO-K1 Ca antag	TAAR1 antag	V1R ag counter	CHO-K1 Ca PAM
> Cc1nc(-c2ccccc2)sc1C(=O)CSc1ccc(Cl)cc1
  -4	-3	-5	2	0.2	-3	13	-0.1	7
> Cc1ccnc(NC(=O)Nc2ccc(F)cc2)c1
  -16	-3	3	1	-0.2	7	-11	-0.4	-4
> COc1ccc(S(=O)(=O)N2CCN(C(=O)c3cccc(Cl)c3)CC2)cc1
  -13	1	-2	15	0.2	-8	7	1.3	14
> C#CCNC(=O)C1=C[C@@H](c2coc3ccccc3c2=O)C[C@@H](OCCCCO)O1
  -13	0	7	9	1.2	-9	18	2.1	11
> COc1cc(NC(=O)COC(=O)c2ccc([N+](=O)[O-])s2)cc(OC)c1OC
  -5	-1	-12	7	0.8	5	-12	3.4	-8
> Nc1ccccc1-c1nc2ccncc2[nH]1
  .	1	.	5	0.8	8	-24	.	22
> COc1cc(C)ccc1OCc1cc(C(=O)NC(C)Cn2cncn2)no1 (stereo unspecified)
  0	-3	-4	1	0.3	-3	-17	0.8	2
> C=CCN(C(=O)CCC(=O)O)C1CC(=O)N(c2ccc(OC)cc2)C1=O (stereo unspecified)
  -4	-1	-6	5	0.6	-4	-1	0.4	16
> O=C(C1CCCN(S(=O)(=O)c2cccs2)C1)N1CCN(C2CCCCC2)CC1 (stereo unspecified)
  3	-10	-14	-1	0.5	-3	12	0.0	-4
> O=C(COC(=O)c1ccccc1O)Nc1cccc(S(=O)(=O)N2CCCC2)c1
  -9	-1	4	6	8.0	-6	14	5.0	5

Next structures
Second line of a record – OXTR potentiator	CHRM1 agonist	CHO parental Ca	TAAR1 agonist	M1 ag parental	CHO-K1 Ca antag	TAAR1 antag	V1R ag counter	CHO-K1 Ca PAM
> CCN1C(=O)[C@H]2[C@@H](c3ccc(-c4ccc(OC)cc4)cc3)N3CCC[C@@]3(C(=O)OC)[C@H]2C1=O
  -4	-1	-18	12	0.3	-12	3	0.7	0
> COc1cccc(-c2nnc(SCC(=O)N3CCOCC3)o2)c1
  -11	-1	-5	2	0.5	14	6	0.3	-7
> Cn1c(=O)[nH]c(=O)c2c1nc(N/N=C/c1ccncc1)n2Cc1ccc(Cl)cc1
  2	0	0	3	0.4	-7	-29	0.9	12
> NC(=O)C1CCN(C(=O)/C=C/c2cc(Br)ccc2F)CC1
  -5	-3	14	3	1.5	-13	18	1.3	-1
> CCCCc1ccc(NC(=O)N2CCNC(=O)C2CC(=O)Nc2ccsc2C(=O)OC)cc1 (stereo unspecified)
  -8	2	-20	1	-0.5	-6	2	-1.1	10
> COc1cccc(/C=N/Nc2ccc([N+](=O)[O-])cn2)c1O
  -2	0	0	5	1.4	0	2	1.2	-24
> CC(C(=O)OCC(=O)c1cccc([N+](=O)[O-])c1)N1C(=O)C2C3CCC(C3)C2C1=O (stereo unspecified)
  -12	-4	-14	5	1.6	-12	14	0.6	2
> Cc1ccc(-c2nnc(Nc3ccc(CC(N)=O)cc3)c3ccccc23)cc1S(N)(=O)=O
  -17	-2	-7	1	-0.5	11	-10	0.5	-8
> COc1cc(C2=NOC(C(=O)N3CCOCC3)C2)cc(OC)c1OC (stereo unspecified)
  5	-3	-1	9	0.7	-12	22	0.6	4
> Cc1ccc(OCCCN2CCC(C(O)(c3ccccc3)c3ccccc3)CC2)cc1
  .	.	.	31	4.9	-7	13	.	7
> CC(C)OCCCNC(=O)c1cc(-c2cccnc2)nc2ccccc12
  -9	-5	-18	8	6.8	1	-3	1.5	18
> CN(Cc1cccs1)C(=O)CSc1nc(N)cc(N)n1
  -3	-2	-7	1	0.5	-14	4	-0.1	-8
> Cc1ccc(C(=O)NCC(=O)N(C)Cc2ccc(Cl)cc2Cl)s1
  .	-4	.	1	0.1	-8	-1	.	19
> O=C(c1cccc(C(F)(F)F)c1)N1CCC(O)(CS(=O)(=O)Cc2ccc(Cl)cc2)CC1
  -4	0	-17	10	0.2	29*	4	5.0	-10
> O=C(CCC(=O)Nc1cc(C(F)(F)F)ccc1Cl)N/N=C\c1cc([N+](=O)[O-])ccc1O
  -17	-1	2	10	1.8	-14	-15	4.3	12
> CN1CCN(c2ccc(S(=O)(=O)N3CCOCC3)cc2NC(=O)C2CCCCC2)CC1
  .	-3	.	1	0.1	-14	-13	.	-5
> COCCOC(=O)c1c(NC(=O)COC(=O)c2ccc(C)o2)sc(C(N)=O)c1C
  0	-4	-14	7	1.3	-19	-6	1.6	5
> CCCCCC(=O)N1C[C@@H](n2cc(COC(=O)c3ccccc3)nn2)[C@H](O)C[C@@H]1c1ccccc1
  .	-3	.	4	3.2	-7	37	.	9
> CC(=O)N1N=C(c2ccc(C)c([N+](=O)[O-])c2)OC1(C)C
  0	1	-2	-1	1.3	0	-23	-0.1	10
> CC(=O)N(CCC(Cc1ccccc1)c1ccco1)Cc1ccco1 (stereo unspecified)
  0	-3	-28	-1	1.6	-19	-18	-0.6	14
> CC(C)C(=O)Nc1ccc2c(c1)nc(CCN1CCCCC1)n2C
  -14	-11	0	3	1.1	1	0	0.6	7
> N#Cc1c(-c2ccco2)cc(-c2cccnc2)nc1N
  -5	-2	-4	6	1.1	-5	7	1.4	17
> CCNC(=S)N(Cc1cc2cccc(C)c2[nH]c1=O)C1CCCC1
  1	-9	-20	2	-0.1	-9	11	-1.4	24
> Oc1cccc2ccc(/C=C/c3ccccc3Br)nc12
  -13	-4	-13	2	0.1	2	-13	-0.3	-7
> CN(CCc1ccccn1)C(=O)CCC1CCCN(C(=O)CCOc2ccccc2)C1 (stereo unspecified)
  -7	-10	-24	2	0.4	-2	-7	0.6	12
> CCc1ccc([C@@H]2CC=C(C(=O)O)[C@H](c3ccc(F)cc3)N2S(=O)(=O)c2ccc(C)cc2)cc1
  -13	-8	-16	9	0.1	-19	33	0.5	-3
> CCOC(=O)n1c(=O)n(C)c2ccc(Cl)cc21
  -3	-8	-10	0	0.2	0	-1	0.1	17
> CCOC(=O)Cc1csc(NC(=O)COc2c(C)cccc2C)n1
  -3	-11	-20	2	6.2	-11	11	2.8	-2
> O=S(=O)(Nc1ccc2c(c1)OCCO2)c1cnc[nH]1
  -5	-2	-3	10	0.2	-6	-10	0.6	10
> Cc1ccc2nc3c(cc(C(=O)NCC4CCCO4)c(=N)n3CC3CCCO3)c(=O)n2c1 (stereo unspecified)
  -6	-9	-10	.	0.1	-7	.	0.6	6
> Cn1c(SCC(=O)N2CCCC2)nc2ccccc21
  -1	-2	-6	3	0.1	-4	19	3.3	-10
> CN1CCN(c2ccc([N+](=O)[O-])c(Sc3nc4ccccc4[nH]3)c2)CC1
  -9	-15	-10	.	-0.7	-6	.	-0.7	13
> CSc1c(-c2ccccc2)nc2ccccc2c1C(=O)O
  -2	0	7	13	-0.2	-1	0	0.6	-7
> Cc1ccccc1NC(=O)c1cc(C(=O)c2cc(Cl)ccc2O)cn(-c2ccccc2C)c1=O
  -4	-3	20	9	5.0	18	45	-0.3	12
